APP transl inh: APP translation inhibition | SH-SY5Y APP 5'UTR-luciferase reporter, luminescence | inhibition, % at 2 µM | hit rate 0.82% among 190,000;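 active = inhibition above a set limit, derived from the sample mean plus 3 SD, cut at about 45% in these data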; note: values of inactives mirror those of a sister screen read the other way
STAT3 blocker: reduces IL-6 driven STAT3 reporter signal. U3A cells, IL-6 STAT3-luciferase reporter, luminescence; host cell line lacks STAT1. inhibition, % at 5.5 µM. hit rate 0.89% among 190,000. AID 862;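 active = inhibition above the mean inhibition across all screened compounds plus 3 SD, cut at about 44% in these data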;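 note: 0% = DMSO only wells and 100% = 100 µM nifuroxazide control wells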
FLuc inh counter: inhibits firefly luciferase, flagging false hits in luciferase inhibition screens; ATPLite firefly luciferase biochemical luminescence, 10 min; P08659; AID 1006; inhibition, % at 10 µM; hit rate 1.5% among 200,000;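 active = inhibition above about 50% when tested at 10 µM, limit read from the data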
Target sequence (P08659 whole entry, looked up): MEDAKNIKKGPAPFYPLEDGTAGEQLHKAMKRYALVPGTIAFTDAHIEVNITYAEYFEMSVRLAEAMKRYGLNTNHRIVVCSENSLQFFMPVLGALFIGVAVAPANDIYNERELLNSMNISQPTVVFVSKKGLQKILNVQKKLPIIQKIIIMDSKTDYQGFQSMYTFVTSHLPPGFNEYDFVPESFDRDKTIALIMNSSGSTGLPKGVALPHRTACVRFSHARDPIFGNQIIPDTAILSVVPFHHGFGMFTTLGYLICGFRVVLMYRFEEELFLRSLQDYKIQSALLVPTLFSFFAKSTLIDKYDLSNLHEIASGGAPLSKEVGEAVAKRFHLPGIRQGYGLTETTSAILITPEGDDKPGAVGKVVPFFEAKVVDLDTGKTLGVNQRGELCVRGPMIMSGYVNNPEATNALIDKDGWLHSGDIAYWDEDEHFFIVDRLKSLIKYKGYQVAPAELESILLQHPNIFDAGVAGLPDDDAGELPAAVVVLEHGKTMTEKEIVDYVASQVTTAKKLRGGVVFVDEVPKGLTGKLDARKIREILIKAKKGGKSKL
APP 5'UTR act: activates APP 5'UTR luciferase reporter; SH-SY5Y APP 5'UTR luciferase reporter, luminescence; zero percent = DMSO vehicle wells; activation, % at 2 µM; hit rate 1% among 190,000; AID 1276;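 active = activation above a set limit, based on mean plus 3 SD of controls, cut at about 140% in these data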; note: values of inactives mirror those of a sister screen read the other way
STAT1 inh: STAT1 signaling inhibition; NIH 3T3 STAT1-luciferase reporter, IFN-gamma, luminescence; inhibition, % at 5.5 µM; hit rate 0.35% among 200,000;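 active = inhibition above a set limit, the mean inhibition across all tested compounds plus 3 SD, cut at about 34% in these data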;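 note: 0% = IFN-gamma with DMSO and 100% = IFN-gamma with 300 µM nifuroxazide; values of inactives mirror those of a sister screen read the other way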
STAT1 activator: increases IFN-gamma driven STAT1 reporter signal; hit rate 2.6% among 200,000; activation (% of control), % at 5.5 µM; NIH 3T3 STAT1-luciferase reporter, luminescence; 100% = IFN-gamma alone, no compound; AID 932;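 active = activation above the screen-wide mean activation plus 3 SD, cut at about 130% in these data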;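 note: raw ratio to IFN-gamma control signal so 100% means no change and 0% no light; values of inactives mirror those of a sister screen read the other way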
STAT3 act: increases IL-6 driven STAT3 reporter signal | U3A cells, IL-6 STAT3-luciferase reporter, luminescence; 100% = signal with IL-6 EC80 alone | activation (% of control), % at 5.6 µM | hit rate 0.91% among 190,000 | AID 871;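 active = activation above the screen-wide mean of compound activation plus 3 SD, cut at about 130% in these data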;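 note: 0% = background luminescence of wells with medium and substrate only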
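Test system: STAT3-luciferase reporter U3A cells; Detection: reporter luminescence signal; Times: 1 h compound pre-exposure, 6 h IL-6 stimulation, 37 °C; Benchmarks: IL-6-only high control; Also added: IL-6 stimulus at 33 ng/mL final.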
RAM network inh: yeast RAM network inhibition; AID 868; hit rate 1.8% among 190,000; inhibition, % at 50 µM; S. cerevisiae dse1pr::URA3 reporter, 5-FOA growth OD615, 2 d; analog-sensitive cbk1-as2 kinase mutant strain;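 active = inhibition above a set limit, 3 SD over mean compound inhibition, cut at about 8.4% in these data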;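 note: 0% = DMSO-only wells with no growth and 100% = 10 µM 1-NA-PP1 full growth; inhibition rescues growth on 5-FOA so higher OD means more RAM inhibition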
NF-kB expr up: raises NF-kB expression in human neuronal cells | NF-kB reporter expression; active compounds read high | fold change at 12.5 µM | hit rate 1.6% among 190,000; in the data active = fold change above about 3.3
Hsp70 activator: switches on Hsp70 transcription; HeLa Hsp70 promoter luciferase reporter, luminescence; scaled: vehicle 0, proteasome-inhibitor control 100%; activation, % at 10 µM; hit rate 0.04% among 200,000; AID 1203;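 active = activation above the mean across all tested compounds plus 3 SD, cutoff set per campaign, cut at about 5.5% in these data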;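 note: 100% = MG132 at 30 µM as the positive control and 0% = DMSO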
The depositor's hits bear a star; . = no result given.

SMILES	APP transl inh	STAT3 blocker	FLuc inh counter	APP 5'UTR act	STAT1 inh	STAT1 activator	STAT3 act	RAM network inh	NF-kB expr up	Hsp70 activator
O=C(COC(=O)C1CC1)Nc1ccc2[nH]c(=O)[nH]c2c1	-3	11	-4	3	6	93	94	1.6	1.1	-0.1
CCOC(=O)C1CCCN(C(=O)c2ccc3c(c2)NC(=O)C(N2CCOCC2)S3)C1 (configuration not stated)	-1	28	-7	1	11	90	83	1.0	0.82	-0.4
CNc1oc(-c2ccc(OCc3ccccc3)cc2)nc1C#N	-7	14	1	7	-19	118	91	0.7	1.9	-0.2
Cc1ccc([N+](=O)[O-])cc1NC(=O)Cc1cccs1	3	8	0	-3	1	98	95	0.7	1.2	-0.2
CC(C)c1nnc(NC(=O)Cc2ccc(Br)cc2)s1	6	1	-2	-6	3	97	98	4.7	1.3	-0.1
CCOc1ccc(NC(=O)c2cnsn2)cc1	-153	49*	61*	153*	-24	122	60	-0.2	3.5*	-0.2
NC(=O)NOCc1cccc(Cl)c1	4	8	-7	-4	-3	101	103	1.1	1.2	0.1
COCCCN(C(=S)Nc1ccc(OC)cc1)C(C)c1ccncc1 (configuration not stated)	-10	9	-2	10	2	98	97	1.4	1.1	1.4
Cc1[nH]c2ccccc2c1N=Nc1ccccc1F	-29	-11	-6	29	-11	111	108	-0.7	1.1	1.5
CCCn1c(CCC(=O)O)ccc1-c1ccccc1	-16	12	-6	16	2	97	100	0.7	1.4	-0.4
COc1ccc(CCNC(=S)Nc2cc(C)ccc2C)cc1	8	12	1	-8	3	97	95	0.0	1.4	-0.4
O=C1CCC(C(=O)N(c2ccccc2)C2(C(=O)NC3CCCCC3)CCCCC2)N1 (configuration not stated)	-3	0	-7	3	3	97	103	0.3	1	-0.1
O=C(OCc1ccc2c(c1)OCO2)c1ccc(S(=O)(=O)N2CCCC2)cc1	-22	6	-8	.	2	101	97	1.4	1	-0.4
COc1cccc(C(=O)CN(C(=O)c2ccc(Cl)c(Cl)c2)N2C(=O)C3CCCCC3C2=O)c1 (configuration not stated)	6	0	-10	-6	-6	105	100	4.3	0.98	-0.2
CC(C)N1CC=C2C(C#N)=C(N)C(C#N)(C#N)[C@H](c3ccoc3)[C@H]2C1	-4	4	-8	4	-2	102	107	0.7	0.83	-0.2
O=C(NN(C(=O)C1CC1)c1nc2ccccc2s1)C1CC1	-9	0	-2	9	1	99	101	1.8	1.1	-0.1
CCCOC(=O)c1cccc(NC(=O)COc2ccc([N+](=O)[O-])cc2)c1	2	7	-4	-2	2	98	96	10*	1.2	-0.5
C/C(CC(=O)Nc1cccc(Cl)c1Cl)=N\NC(=O)c1ccccc1C	8	6	0	-8	-3	101	97	0.4	1.1	0.1
OCCN(CCO)c1nc(N2CCCCC2)c2nc(N(CCO)CCO)nc(N3CCCCC3)c2n1	-6	-3	0	6	15	87	105	1.0	0.79	-0.5
COc1ccc(NC(=S)NC(NC(=O)c2cccc(Cl)c2)C(Cl)(Cl)Cl)c([N+](=O)[O-])c1 (configuration not stated)	36	-4	-6	-36	10	97	106	1.5	0.82	-0.2
N#Cc1cn(CCOc2ccc(F)cc2)c2ccccc12	-80	14	-9	81	0	98	91	8.1	0.99	0.0
CCn1cc(CNC(=O)c2cc(COc3ccc(F)cc3Cl)on2)cn1	-1	27	2	1	14	86	81	-0.6	1.1	-0.3
COCCNC(=O)CSc1nc2cc(OC)c(OC)cc2c(=O)n1Cc1ccco1	-8	1	-2	8	0	100	104	3.1	1	-0.6
C#CCOCCOCCOCCNc1nc(N2CCN(C(=O)[C@H]([C@@H](C)CC)n3cc([C@@H](N)Cc4ccc(O)cc4)nn3)CC2)nc(N2CCN(C(=O)[C@H](CCCCN)n3cc([C@@H](N)CC(C)C)nn3)CC2)n1	11	.	-12	-11	-4	105	.	-1.9	0.9	-0.2
O=C(Nc1ccc(Cl)cn1)C1CCCN1S(=O)(=O)c1ccc(Cl)cc1 (configuration not stated)	0	13	0	0	0	100	93	1.7	1.1	0.2
COc1ccc(C2CC2/C(C)=N/OC(=O)c2ccc(F)cc2)cc1 (configuration not stated)	16	8	2	-15	-1	100	97	-0.1	1.1	-0.2
O=C(NCc1ccccn1)Nc1cccc(Cl)c1	-72	-11	-4	72	-34	133*	115	0.1	3.7*	0.8
Cc1ncc([N+](=O)[O-])n1Cc1ccccc1F	-18	0	-4	18	-5	103	102	1.2	1.4	-0.3
O=C(NCCc1ccc(O)cc1)c1ccc(Cl)cc1	-53	-10	47	53	-30	127	111	0.0	3.3	-0.1
CCOC(=O)C1(CCOc2ccccc2)CCN(Cc2ccc(NC(C)=O)cc2)CC1	-8	-6	-3	8	-8	106	110	0.4	0.71	-0.1
CCc1ccc(-c2cc(C(=O)NN3CCOCC3)c3ccccc3n2)s1	2	5	19	-2	-8	105	99	0.7	1.1	-0.4
Cc1ccc(C(=O)Nc2ccc(S(=O)(=O)N3CCN(C)CC3)cc2)cc1	-10	1	-4	10	-6	111	100	1.1	1.2	0.2
CCOc1ccc(-n2nc3c(=O)[nH]nc(C)c3c2C)cc1	-4	2	-4	4	-14	112	96	0.7	0.95	-0.1
COC(=O)CSc1nc2cc3c(cc2cc1C)OCO3	-2	13	-3	2	-2	101	91	2.1	1.2	-0.4
CS(=O)(=O)Nc1cccc(C(=O)CC2(O)C(=O)Nc3ccccc32)c1 (configuration not stated)	5	-3	-3	-5	4	96	105	-0.7	1.5	-0.3
C#CCOCCOCCOCCNc1nc(N2CCN(C(=O)[C@H]([C@@H](C)CC)n3cc(CCCN=C(N)N)nn3)CC2)nc(N2CCN(C(=O)[C@H](CCCCN)n3cc(CCC(=O)O)nn3)CC2)n1	-5	-5	-2	5	-7	106	102	0.4	1.5	-0.2
Clc1ccccc1Cn1nnc(-c2ccccc2)n1	-49	-2	4	49	-46	141*	109	0.0	2.3	0.0
COc1cc(NC(=O)CCNS(=O)(=O)c2ccc3c(c2)CCC(=O)N3)cc(OC)c1	-8	8	3	8	-5	104	101	0.3	1.4	0.2
O=C(CNc1ccc2ccccc2c1)N/N=C/C=C/c1cccc([N+](=O)[O-])c1	-9	-14	-3	9	-1	101	107	2.0	0.89	-0.3
Cc1cccc(NCc2ccccc2O)n1	8	13	2	-9	-3	103	91	1.6	1.1	-0.1
O=C(Nc1nccs1)c1cccc(N2C(=O)C3C4C=CC(C4)C3C2=O)c1 (configuration not stated)	5	0	-1	-5	-2	102	100	1.3	1.6	-0.4
Cc1ccc(C)c(NC(=S)N/N=C/C(C)c2ccccc2)c1 (configuration not stated)	0	-7	-2	0	-1	100	110	1.5	1.2	-0.1
CCC(=O)N1N=C2CC(C)(C)OCC2C1c1ccccc1 (configuration not stated)	-6	-6	-18	6	2	99	104	0.1	1.2	-0.1
CCOC(=O)c1cnn(-c2nc(SC)nc3sc4c(c23)CCC4)c1N	10	11	-3	-10	-2	98	94	2.1	1.1	-0.5
COC(=O)COc1ccc(S(=O)(=O)N2CCOCC2)cc1C	-19	4	-7	19	-2	102	100	2.0	1.1	-0.2
O=C(/C=C/c1cn(-c2ccccc2)nc1-c1ccc2c(c1)OCCO2)NCCO	0	-1	-6	0	1	99	101	2.9	1.3	0.0
CCOC(=O)/C=C1\SCC(=O)N1CC(=O)NCc1cccc(Cl)c1	-13	-5	-4	13	-3	103	104	0.3	1	-0.3
CCN(CC)S(=O)(=O)c1cc(NC(=O)COc2ccc(C#N)cc2OC)ccc1C	2	17	-6	-2	4	96	88	6.5	0.66	-0.1
O=C(CSc1nnc(COc2ccc(F)cc2)o1)N1c2ccccc2CCc2ccccc21	-5	3	-4	5	-5	104	103	2.2	0.26	-0.5
CCN(CC)c1nc(OCCNC(=O)Nc2ccccc2)nc(N(CC)CC)n1	13	12	1	-13	1	99	90	2.0	0.93	-0.2
O=C(CCc1nnc(CCCCc2ccccc2)o1)NC1CCCC1	12	6	-5	-12	6	93	97	1.9	1.3	-0.1
COc1ccc(CCNS(=O)(=O)c2ccc(N3CCCC3=O)cc2)cc1	-5	19	.	5	8	92	86	2.6	1.3	-0.3
N#Cc1ccsc1NC(=O)CN1CCN(c2ccccc2O)CC1	1	-1	-11	-1	-5	105	101	0.7	1.2	-0.3
COc1ccc(S(=O)(=O)N(C)CC(=O)Nc2ccc(C(N)=O)cc2)cc1OC	8	13	-5	-8	10	89	90	5.2	1.2	0.3
CC(=O)c1ccc(N2CCN(C(=O)c3cc(C)on3)CC2)cc1	-7	-2	-2	7	-2	101	105	4.1	1.2	-0.3
COCCn1cc(C(=O)N2CCC(C)CC2)c2c3ccccc3n(C)c2c1=O	4	8	-4	-4	6	95	97	-0.4	1.2	-0.5
CC1CC(C)CN(CCCNC(=O)c2cc3c(=O)[nH]c4ccccc4c3n2C)C1 (configuration not stated)	2	-2	-3	-3	-1	99	106	0.1	1.3	-0.1
COc1cccc(C2CC(c3cccc(Br)c3)n3nc(N)nc3N2)c1 (configuration not stated)	-8	-9	-3	8	2	99	107	1.8	1.1	-0.2
Cc1ccc(Cn2c(=O)cc(C(=O)O)c3ccccc32)cc1	-15	1	4	15	6	94	101	-0.5	0.99	-0.2
O=C(Cc1c(F)cccc1Cl)Nc1ncc([N+](=O)[O-])s1	-28	0	2	28	6	92	104	1.8	1.1	0.1

Three entries from above, arranged by molar mass, smallest number first:
SMILES	APP transl inh	STAT3 blocker	FLuc inh counter	APP 5'UTR act	STAT1 inh	STAT1 activator	STAT3 act	RAM network inh	NF-kB expr up	Hsp70 activator
CC(=O)c1ccc(N2CCN(C(=O)c3cc(C)on3)CC2)cc1	-7	-2	-2	7	-2	101	105	4.1	1.2	-0.3
COC(=O)COc1ccc(S(=O)(=O)N2CCOCC2)cc1C	-19	4	-7	19	-2	102	100	2.0	1.1	-0.2
CCN(CC)c1nc(OCCNC(=O)Nc2ccccc2)nc(N(CC)CC)n1	13	12	1	-13	1	99	90	2.0	0.93	-0.2

Going on with the list.
SMILES	APP transl inh	STAT3 blocker	FLuc inh counter	APP 5'UTR act	STAT1 inh	STAT1 activator	STAT3 act	RAM network inh	NF-kB expr up	Hsp70 activator
CN1C(=O)/C(=C/C=C2\SCCN2C)OC1=S	-68	10	1	68	-65	158*	95	2.5	2.7	0.2
O=C(Nc1nc(-c2ccccn2)cs1)C1COc2ccccc2O1 (configuration not stated)	25	-8	12	-25	2	99	106	-0.2	1	-0.3
CCC(=O)NC(Nc1nc(C)cs1)(C(=O)OC)C(F)(F)F (configuration not stated)	-7	3	-9	7	-5	105	101	1.1	1.2	-0.2
COc1ccc(NC(=O)COC(=O)c2cc(OC)c(OC)cc2NC(=O)c2ccco2)cc1OC	.	6	-7	.	-1	101	94	1.9	1.1	-0.1
Cc1noc(C)c1S(=O)(=O)N1CCCC(C(=O)c2cccc(OC(C)C)c2)C1 (configuration not stated)	6	3	-5	-6	5	94	104	6.5	1.1	-0.1
Cc1c(C(=O)N2CCCCC2)sc(NC(=O)c2ccco2)c1C#N	11	5	-7	-11	4	91	97	0.3	1.1	-0.1
C/C(=N\NC(=S)NCc1ccccc1)c1cccc(Br)c1	-8	-3	1	8	-12	111	108	6.2	.	0.2
Cc1ccccc1SC1CCN(Cc2nc(C3CC3)no2)CC1	2	2	4	-1	-1	99	100	0.0	1.2	-0.1
COc1ccc(NC(C)C(=O)Nc2ccc(C(C)(C)C)cc2)cc1Cl (configuration not stated)	-9	-10	-2	9	-4	104	109	2.1	1.1	-0.5
